KB-V1 MDR tox: kills drug-selected multidrug resistant KB-V1 cells | Potency, µM (top dose mostly 46.1 µM), for the others: at the top dose activity change, negative = cytotoxicity, hits mostly cytotoxic | KB-V1 MDR cells viability, CellTiter-Glo, 72 h | 3.4% of 400,000 active; further: potency means the concentration at half of the fitted maximal effect; on the % scale 0 is the no-effect control and ±100 the full control effect; nearly all actives have a fitted effect of over 60% in size
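qHTS viability screen in drug-selected KB-V1 MDR cells: 72 h compound treatment at 37 degrees C, ATP luminescence end point.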
HT1080-NT tox: kills 2HG-producing HT-1080-NT fibrosarcoma cells. Potency, µM (top dose mostly 46.1 µM), without a hit: at the highest dose activity, negative = less viability, most hits filed as cytotoxic. HT-1080-NT fibrosarcoma viability, CellTiter-Glo ATP luminescence, 48 h. 1.6% of 360,000 active;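 further: NT is the 2HG producing partner of a matched IDH1 knockdown line; potency means the concentration at half of the fitted maximal effect; 0% = DMSO-treated cells and -100% = media-only wells without cells; nearly all actives have a fitted effect of over 55% in size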
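Fibrosarcoma NT cells, 750 per well in 5% FBS RPMI, were exposed to compound for 48 hours. Viability: CellTiter-Glo luminescence.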
IL-1B inflam inh: inflammasome signaling inhibition, IL-1 beta readout; AID 743279; THP-1 LPS/ATP IL-1B secretion, AlphaLISA, 16 h; stronger effect = lower value; 4.7% of 360,000 active; activity change, % at 57.5 µM; in the data active means activity change below about -50%; inconclusive means mostly about -30% to -49%; further: on the % scale 0 is the no-effect control and ±100 the full control effect
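Secreted IL-1B measured by AlphaLISA bead assay after 16 h compound exposure of THP-1 cells; compounds (final up to 57.5 uM) added 1 h before LPS (250 ng/mL) and ATP (1.25 mM) stimulation; lower signal means less secretion.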
D3 ag: activates the human D3 dopamine receptor. P35462. D3R DiscoveRx beta-arrestin cells, luminescence, 90 min. max activation, %. 0.58% of 410,000 active; in the data active means max activation above about 30%; further: 0% is about no effect; mostly tested at two doses, the higher about 12 µM
Target sequence (P35462 whole entry, looked up): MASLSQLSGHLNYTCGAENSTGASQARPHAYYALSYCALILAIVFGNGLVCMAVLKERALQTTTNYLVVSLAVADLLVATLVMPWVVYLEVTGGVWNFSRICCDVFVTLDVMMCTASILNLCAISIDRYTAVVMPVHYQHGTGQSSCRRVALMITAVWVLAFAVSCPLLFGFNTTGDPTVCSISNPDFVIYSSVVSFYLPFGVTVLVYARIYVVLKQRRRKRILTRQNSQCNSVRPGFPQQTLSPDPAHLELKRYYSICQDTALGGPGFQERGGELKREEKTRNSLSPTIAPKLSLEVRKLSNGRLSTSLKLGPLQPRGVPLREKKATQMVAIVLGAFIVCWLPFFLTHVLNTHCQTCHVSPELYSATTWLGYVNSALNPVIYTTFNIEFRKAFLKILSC
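Agonist mode: compounds and dopamine controls were applied to plated cells for 90 min at 37 degrees C after an overnight attachment at 1500 cells/well. Luminescent read-out followed 30 - 60 minutes at room temperature with DiscoveRx detection reagent.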
KB-3-1 tox: KB-3-1 parental cell cytotoxicity; KB-3-1 viability, CellTiter-Glo ATP luminescence, 72 h; Potency, µM (titrated, usually from 46.1 µM), for inactives: at the highest dose activity change, negative = cytotoxic, hits mostly cytotoxic; 1.4% of 400,000 active; AID 1347075; further: potency means the concentration at half of the fitted maximal effect; on the % scale 0 is the no-effect control and ±100 the full control effect; nearly all actives have a fitted effect of over 60% in size
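Parental KB-3-1 adenocarcinoma cells in phenol-red-free DMEM with 10% FBS were pin-treated with compounds at several concentrations, incubated 72 h at 37 °C, and viability read by CellTiter-Glo luminescence; concentration-effect curves were fitted after normalization.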
SW480 rereplic: DNA re-replication induction in SW480 cells. Potency, µM (top dose mostly 46.1 µM), for inactives: at the top dose re-replication activation, actives largely listed as activators. SW480 DNA re-replication, Hoechst DNA content imaging, 48 h. 1.8% of 340,000 active; further: potency means the concentration at half of the fitted maximal effect; % of control where 0% means no effect; nearly all actives have a fitted effect of over 55% in size
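Per well, 250 cells were exposed to pinned compound for 48 hr. Nuclear DNA was visualised with Hoechst (40 min, 37 C) and total object intensity recorded by fluorescence scanning.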
MCF10A rerep: induces DNA re-replication in MCF 10a normal breast cells. 2.9% of 350,000 active. Potency, µM (highest dose often 46.1 µM), inactives show at the highest dose activity, positive = re-replication, most hits filed as activators. AID 624296. MCF 10A DNA re-replication, Hoechst nuclear intensity, 48 h; further: potency means the concentration at half of the fitted maximal effect; % of control where 0% means no effect; nearly all actives have a fitted effect of over 50% in size
HEK293 tox: cytotoxicity counter-screen for GLP-1 receptor inverse agonists; HEK293 cAMP-luciferase reporter cells, luminescence, 24 h; Potency, µM (series often up to 38.3 µM), for inactives: at the top dose activity change, negative = inhibition, usual class: inhibitors; 0.13% of 410,000 active; AID 624418;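 further: loss of luciferase light is scored as toxicity; potency means the concentration at half of the fitted maximal effect; on the % scale 0 is the no-effect control and ±100 the full control effect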
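Seeding density was 200 cells/uL; after overnight-length (12 h) culture, 23 nL compounds went on for 24 h at 37 °C. Readout used a luciferase detection reagent, luminescence taken after 12 min at room temperature.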
HT1080 IDH1KD tx: kills HT-1080 cells with IDH1 knockdown | 2% of 360,000 active | Potency, µM (top dose mostly 46.1 µM), for inactives: at the top dose activity, negative = toxicity, actives largely listed as cytotoxic | HT-1080 IDH1 knockdown viability, ATP luminescence, 48 h | AID 686971;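 further: potency means the concentration at half of the fitted maximal effect; 0% = DMSO wells and -100% = cell-free medium wells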
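Viability of IDH1-knockdown HT-1080 fibrosarcoma cells was assessed by CellTiter-Glo after 48 h at 37 °C with titrated compound; concentration-effect curves were classified by fit quality and response size.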
Numbers without * were called inactive; ? = inconclusive; · = not tested or not shown; [ ] = dose if it differs, or a comment. Unless noted, the call rests on the fitted dose curve; in most records, active means well fitted curve in the direction sought with a large enough effect; inconclusive means small, poorly fitted or top-dose-only effect, or another doubt; inactive means no such curve, though single readings can be large; an effect the other way counts as inactive or inconclusive.

SMILES	KB-V1 MDR tox	HT1080-NT tox	IL-1B inflam inh	D3 ag	KB-3-1 tox	SW480 rereplic	MCF10A rerep	HEK293 tox	HT1080 IDH1KD tx
N#Cc1ccc(CSc2ccccn2)c(Cl)c1	-12%	12%	-4	5	-2%	?	3%	10%	16%
Cc1nnc(N/N=C/c2ccc([N+](=O)[O-])cc2)n1N	4%	9%	40	1	4%	-2%	-4%	-2%	0%
Cc1ccc(-n2c(=O)c3c(c4cc(C)ccc4n3C)n(CC(=O)N3CCCC3)c2=O)cc1	-2%	·	·	-14	?	·	·	3%	·
CCc1ccc2[nH]c(=O)c(CN(Cc3nnnn3C3CCCC3)C3CCCCC3)cc2c1	-15%	-12%	?	-15	-9%	-2%	0%	-12%	?
O=C(O)CCn1c(=O)sc2ccccc21	1%	-3%	-9	-1	-3%	0%	2%	13%	1%
CCCN(CCC)CCNC(=O)C1c2ccccc2C(=O)N2CCc3ccccc3C12 (stereo not drawn)	-8%	0%	0	-1	1%	7%	7%	2%	-1%
COc1ccc(Nc2sc(C(=O)c3ccccc3)c(N)c2C(=O)Nc2cc(C)ccc2C)c(OC)c1	-1%	·	·	-1	?	·	·	-14%	·
COc1ccc(C(=O)CSc2nnc(-c3cc(C)on3)o2)cc1	-1%	-19%	5	1	3%	9%	9%	10%	-11%
O=C(Nc1nnc(-c2ccccc2)o1)C1CCCCC1	-15%	-9%	17	9	?	-3%	8%	2%	-10%
CN1C[C@@H]2[C@@H]3C(=O)N(C)C(=O)[C@@H]3[C@](Cc3ccccc3)(C1=O)N2C(=O)c1ccccc1	?	8%	50	4	?	-11%	?	14%	9%
Cc1cn(C2CC(O)C(O)C(CO)O2)c(=O)[nH]c1=O (stereo not drawn)	7%	25%	61	4	7%	·	·	1%	21%
S=C(Nc1cccnc1)N1CCCCC1	-7%	2%	4	-10	-2%	-1%	24%	-4%	2%
CC(=O)c1sc(-c2ccc(F)cc2)cc1NS(=O)(=O)c1ccc(C)cc1	?	8%	17	4	14%	-2%	-5%	7%	0%
COC(=O)c1c(-c2ccc(OC)cc2)sc2ccc(-c3ccc4c(c3)OCO4)cc12	-9%	0%	5	5	0%	-2%	18%	3%	-10%
COc1ccc(C(=O)COC(=O)Cc2c[nH]c3ccccc23)c(OC)c1	2%	-2%	-1	-12	8%	1%	12%	3%	10%
CCC(c1nnnn1Cc1ccccc1)N1CCN(C(=O)c2ccco2)CC1 (stereo not drawn)	?	8%	6	0	-1%	3%	7%	10%	13%
Cc1ccccc1CN1CCc2c(OCC(=O)N3CCCc4ccccc43)cccc2C1=O	?	?	?	2	21µM*	15%	?	-16%	?
COC(=O)CCn1nnc(-c2ccc(C(C)C)cc2)n1	8%	4%	15	-1	12%	4%	-181%[0.0737 µM]	-7%	6%
O=S(=O)(NCc1ccco1)c1ccc(Cl)cc1Cl	-29%	-5%	-8	1	-6%	1%	?	20%	4%
Cc1ccccc1NC(=S)N/N=C1\CC(C)(C)Oc2ccc(O)cc21	0%	-30%	-7	-6	?	19%	16%	?	-20%
COc1ccc2c(c1OC)CN1CCc3cc4c(cc3[C@@H]1[C@@H]2O)OCO4	-8%	0%	8	-99	-23%	-5%	14%	-10%	11%
O=C1OC(/C=C/c2ccccc2)=NC/1=C/c1ccco1	?	2%	-1	30*	-3%	-2%	1%	1%	24%
Fc1ccccc1Cn1nnc(-c2ccc3c(c2)OCO3)n1	1%	9%	-26	-2	3%	4%	20%	10%	3%
CCOC(=O)C1=C(C)N=c2s/c(=C\c3cccc(OCC(=O)O)c3)c(=O)n2C1c1ccccc1OC (stereo not drawn)	4%	8%	1	2	-14%	1%	-5%	1%	17%
CSc1ncnc2c1ncn2CCCNCc1ccc(C)o1	10%	-3%	11	-4	-1%	·	·	3%	13%

Single records, as listed above. Values in the order: KB-V1 MDR tox, HT1080-NT tox, IL-1B inflam inh, D3 ag, KB-3-1 tox, SW480 rereplic, MCF10A rerep, HEK293 tox, HT1080 IDH1KD tx
`O=C(Nc1nnc(-c2ccccc2)o1)C1CCCCC1` in the list: -15%, -9%, 17, 9, ?, -3%, 8%, 2%, -10%
`Cc1ccccc1NC(=S)N/N=C1\CC(C)(C)Oc2ccc(O)cc21` in the list: 0%, -30%, -7, -6, ?, 19%, 16%, ?, -20%

A different layout for 5 compounds above.
Order of results – KB-V1 MDR tox, HT1080-NT tox, IL-1B inflam inh, D3 ag, KB-3-1 tox, SW480 rereplic, MCF10A rerep, HEK293 tox, HT1080 IDH1KD tx
CCC(c1nnnn1Cc1ccccc1)N1CCN(C(=O)c2ccco2)CC1 (stereo not drawn)
    ?, 8%, 6, 0, -1%, 3%, 7%, 10%, 13%
Cc1ccccc1CN1CCc2c(OCC(=O)N3CCCc4ccccc43)cccc2C1=O
    ?, ?, ?, 2, 21µM*, 15%, ?, -16%, ?
COC(=O)CCn1nnc(-c2ccc(C(C)C)cc2)n1
    8%, 4%, 15, -1, 12%, 4%, -181%[0.0737 µM], -7%, 6%
O=S(=O)(NCc1ccco1)c1ccc(Cl)cc1Cl
    -29%, -5%, -8, 1, -6%, 1%, ?, 20%, 4%
Cc1ccccc1NC(=S)N/N=C1\CC(C)(C)Oc2ccc(O)cc21
    0%, -30%, -7, -6, ?, 19%, 16%, ?, -20%

Other structures follow:
SMILES	KB-V1 MDR tox	HT1080-NT tox	IL-1B inflam inh	D3 ag	KB-3-1 tox	SW480 rereplic	MCF10A rerep	HEK293 tox	HT1080 IDH1KD tx
CCc1noc(C)c1C(=O)Nc1nc2ccc(S(C)(=O)=O)cc2s1	-18%	-5%	20	1	0%	-4%	-3%	7%	1%
Cn1c(Cn2c(=O)sc3ccccc32)nnc1SCC(=O)Nc1cccc(Cl)c1	11%	-6%	40	0	-6%	0%	-6%	2%	1%
COc1ccc(-c2cc3nc4c(c(N5CCC6(CC5)OCCO6)n3n2)CCC4)cc1	5%	-3%	-13	9	?	-6%	1%	26%	-4%
COC(=O)C1(C)NC(c2ccc(F)cc2)C2C(=O)N(c3ccccc3)C(=O)C21 (stereo not drawn)	5%	-8%	40	9	24%	-26%	?	7%	1%
OC(CN1CCOCC1)Cn1c2c(c3ccccc31)CCCC2 (stereo not drawn)	?	-4%	-4	-5	-7%	-3%	0%	16%	-4%
c1ccc2c(c1)[nH]c1c(N3CCSCC3)ncnc12	-24%	-21%	-8	3	-15%	-2%	14%	-17%	-29%
Cc1ccsc1C1CC(=O)NC2=C1C(=O)CC(C)(C)C2 (stereo not drawn)	-2%	-7%	5	-12	-2%	-6%	0%	-15%	-3%
O=C(Nc1cccc([N+](=O)[O-])c1)c1ccc2ccccc2c1O	4.1µM*	?	-63*	-4	?	19%	?	-26%	?
Cc1ccc(NS(=O)(=O)c2cn(C)cn2)cc1	-21%	9%	-20	-10	2%	0%	-1%	4%	-1%[9.24 µM]
Cc1ccc(/C(O)=C2\C(=O)C(=O)N(CCCN3CCOCC3)C2c2ccccc2F)cc1 (stereo not drawn)	19%	5%	15	1	2%	·	·	-10%	12%
COC(=O)Cc1[nH]nc2c1C1(C(=O)N(Cc3ccc(Cl)cc3)c3ccccc31)C(C#N)=C(N)O2 (stereo not drawn)	12%	-13%	?	2	-16%	-2%	9%	-15%	1%
Cc1cc(C)n2c(SCC(=O)Nc3ccc(F)cc3)nnc2n1	-14%	-5%	?	5	16%	-4%	-2%	-1%	9%
O=C(O)c1cnn2c(C(F)(F)F)cc(-c3ccccc3)nc12	-13%	0%	-22	-4	-5%	-6%	0%	2%	-6%
COc1cc(/C=N/Nc2nc(C)cc(C)n2)ccc1OC(=O)c1ccco1	22%	6%	34	0	6%	-1%	-2%	-9%	14%
Cn1c(=O)c2c(nc(N/N=C/c3cccs3)n2Cc2ccc(Br)cc2)n(C)c1=O	0%	?	2	-3	?	-3%	?	25%	?
CCC(C)c1ccc(NC(=S)N2CCN(C(=O)C3CCCO3)CC2)cc1 (stereo not drawn)	·	5%	2	14	·	8%	2%	3%	1%
COc1ccc(NC(=O)CN(C)C(=O)/C=C/c2cn(-c3ccccc3)nc2-c2ccc(C)cc2)cc1	-28%	-13%	-8	-2	0%	0%	14%	-4%	-10%
CCN1CCN(C(=O)CN(CC)S(=O)(=O)c2ccc3ccccc3c2)CC1	-28%	10%	19	-15	7%	3%	1%	-3%	2%
C#CC(CC)(CC)NC(=S)Nc1cccc(C(C)=O)c1	-27%	-4%	4	1	-1%	?	0%	-3%	-14%
O=C(CN1C(=O)COc2ccc(S(=O)(=O)N3CCOCC3)cc21)N1CCN(c2ccc(Cl)cc2)CC1	?	·	·	4	15%	·	·	0%	·
Cc1ccc(NC(=O)c2ncn(CCCN(CCCn3cnc(C(=O)Nc4ccc(C)c(C)c4)n3)Cc3ccc4[nH]ccc4c3)n2)cc1C	0%	16µM*	8	-24	0%	?	?	-8%	21µM*
Cc1cccc(Oc2ccc(NC(=O)c3ccccc3C(=O)O)cc2)c1C	24%	-12%	7	1	7%	-117%[inhibitor]	-17%	-5%	-12%
CCn1ncc([N+](=O)[O-])c1C(=O)N1CCc2ccccc2C1	12%	14%	25	-1	1%	1%	-26%	-1%	0%
N#Cc1cccc(NC(=O)CC2CCCCC2)c1	10%	4%	-4	-6	-1%	1%	-8%	-10%	-4%
CSc1ccc(CNc2nnnn2C)cc1	-4%	-3%	-19	46*	-2%	26%	-6%	-2%	5%
CC(C)NC(=O)NC(=O)COC(=O)c1ccccc1O	20%	10%	-4	5	-7%	10%[1.84 µM]	-26%	-7%	3%
O=C(CCCn1c(=O)c2ccccc2n(Cc2cccc(F)c2)c1=O)NCc1ccccc1Cl	2%	·	·	-18	-7%	·	·	-2%	·
O=S1(=O)[C@H]2C[C@@H]3C=C[C@@]2(CN1Cc1ccccc1F)O3	?	?	13	3	16%	1%	13%	-11%	10%
Cc1nc2ccccc2nc1OCC(=O)N1CCN(c2ccccc2)CC1	-1%	0%	4	-1	-5%	-5%	-6%	-12%	0%

Assay outcomes (PubChem)
